GSK3beta inhib = human GSK3beta kinase inhibitors, primary screen, biochemical, cell-free homogeneous, HTS; Glycogen synthase kinase-3 beta (Homo sapiens), P49841; GST-GSK3beta kinase, ADP-Glo luminescence, 60 min; stronger effect = lower value; activity score (negative = inhibition), % at 10 µM; hit rate 0.038% among 300,000; AID 2097, 2009;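 active = more than half of replicate wells score below -50%, meaning over 50% inhibition versus plate controls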;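 note: 0% = median DMSO wells and -100% = median GW8510 positive control wells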
Target sequence (P49841 whole entry, looked up): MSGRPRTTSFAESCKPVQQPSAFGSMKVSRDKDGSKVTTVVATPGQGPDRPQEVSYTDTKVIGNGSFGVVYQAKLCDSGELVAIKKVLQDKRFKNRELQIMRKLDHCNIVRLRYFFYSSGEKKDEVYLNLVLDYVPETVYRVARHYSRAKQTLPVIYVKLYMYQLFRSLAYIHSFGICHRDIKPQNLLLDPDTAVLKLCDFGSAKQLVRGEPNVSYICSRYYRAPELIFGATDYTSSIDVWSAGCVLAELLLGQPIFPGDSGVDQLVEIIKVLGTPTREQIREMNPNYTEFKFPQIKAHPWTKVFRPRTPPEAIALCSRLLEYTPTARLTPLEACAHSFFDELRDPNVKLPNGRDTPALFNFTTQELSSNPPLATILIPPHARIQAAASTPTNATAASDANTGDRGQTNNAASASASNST
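Assay system: GST-fused GSK3beta enzyme, cell-free / Medium: Tris pH 7.5 buffer with MgCl2, DTT, BSA, heparin / Also added: peptide substrate plus 25 µM ATP (final) / Compound: 10 µM single point / Timing: kinase reaction with compound 60 min at room temperature / Detection: ADP-Glo luminescence / Benchmarks: DMSO neutral wells and GW8510 at 20 µM as positive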
PolyA inhibitor = polyadenylation inhibitors in yeast reporter cells, primary screen, luminescence, S. cerevisiae | hit rate 0.02% among 300,000 | calls only at 12 µM | S. cerevisiae SKY197-pL101 polyadenylation reporter, beta-gal luminescence; efflux-impaired pdr1/pdr3 knockout yeast; score 100 = 6 SD above DMSO;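 active = lowest replicate activity score at least 50, where 100 means six control SD above control mean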;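 note: yeast exposed to compound for 9 h at 30 °C; higher score means more reporter readthrough which indicates perturbed polyadenylation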
KCNQ1 act = potentiators or activators of KCNQ1 channel, primary screen, cell-based, thallium flux, high-throughput | CHO-K1 KCNQ1, thallium flux FluxOR fluorescence; stronger effect = higher value | B-score at 10 µM | hit rate 0.35% among 310,000;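 active = fluorescence ratio B-score, a plate-corrected score, at least three library SD, with initial intensity B-score within 5 SD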
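Doses: Single concentration per compound, DMSO matched to controls | Test system: KCNQ1-transfected CHO-K1 cells | Timing: 90 min dye loading and 20 min compound exposure, both at room temperature | Measured by: Kinetic FluxOR thallium fluorescence, 10-s 1-Hz baseline, 110-s post-stimulus read | Medium: Assay buffer with matched DMSO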
GSK3 alpha inh = blockers of GSK3A enzyme activity – biochemical, luminescence, cell-free homogeneous, HTS, primary screen; GSK-3 alpha kinase, ADP-Glo luminescence, 60 min; inhibition, % at 10 µM; hit rate 0.1% among 320,000;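 in the data active = inhibition above about 50%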;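 note: GST-tagged GSK-3 alpha with peptide substrate and 25 µM ATP; 0% = DMSO neutral wells and 100% = GW8510 positive control wells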
Target sequence (P49840 whole entry, looked up): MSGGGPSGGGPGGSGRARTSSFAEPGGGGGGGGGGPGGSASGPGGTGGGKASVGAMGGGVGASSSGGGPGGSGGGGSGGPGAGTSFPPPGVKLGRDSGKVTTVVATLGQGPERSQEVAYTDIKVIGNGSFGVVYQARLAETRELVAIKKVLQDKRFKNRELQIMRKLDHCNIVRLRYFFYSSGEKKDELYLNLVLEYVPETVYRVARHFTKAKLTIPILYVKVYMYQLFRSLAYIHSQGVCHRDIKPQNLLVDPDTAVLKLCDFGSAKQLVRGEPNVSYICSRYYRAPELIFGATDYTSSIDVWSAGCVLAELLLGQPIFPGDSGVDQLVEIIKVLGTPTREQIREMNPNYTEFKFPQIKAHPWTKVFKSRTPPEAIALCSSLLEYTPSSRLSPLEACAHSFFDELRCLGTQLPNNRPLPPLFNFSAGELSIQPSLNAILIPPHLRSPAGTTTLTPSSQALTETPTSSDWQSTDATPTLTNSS
hERG rescue = hERG rescue from dofetilide block, primary screen, cell-based, CHO-hERG, FluxOR thallium flux, dofetilide IC70. activation (rescue from dofetilide block), less the hit threshold, % at 10 µM. hit rate 0.51% among 310,000. dofetilide IC70 present. AID 1511, 2009;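 active = activation above the mean of controls blocked by dofetilide plus 5 SD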;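 note: thallium influx through hERG after potassium depolarization seen as dye fluorescence rise; in these data hits start at about 4.7%; inactives centre near -7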
RGS4 act = RGS4 potentiators or activators, primary screen, cell-based, HEK293 M3R inducible RGS4, calcium flux. hit rate 0.92% among 310,000. B-score at 10 µM. carbachol calcium flux Fluo4; stronger effect = lower value. AID 463111, 2010;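 active = B-score of the integrated calcium signal more than 4 SD below the library mean, with starting fluorescence not abnormally high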;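 note: negative B-score means reduced calcium response which marks RGS4 activation or potentiation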
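test system = M3R-expressing HEK293 line, RGS4 induced by doxycycline | probe or stimulus = carbachol at ECmax as muscarinic agonist stimulus | timing = dye loading 30 min 37 °C, buffer rest 30 min RT | signal = calcium dye Fluo4 fluorescence | evaluation = B score from integrated fluorescence ratio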
DYRK1A inh = rat Dyrk1A kinase inhibitors, primary screen, biochemical, single point, plate reader; ADP-Glo luminescence, NFATc1 peptide; inhibition, % at 12.5 µM; hit rate 0.43% among 310,000; in the data active = inhibition above about 50%;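 note: plate controls were vehicle with enzyme for no effect and no enzyme for full effect; many of its hits are not listed in these tables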
KCNK3 inh = human KCNK3 channel inhibitors, primary screen, CHO cells, FluxOR thallium flux, B-score. Potassium channel subfamily K member 3 (Homo sapiens), O14649. FluxOR fluorescence; stronger effect = lower value. B-score at 10 µM. hit rate 0.84% among 340,000. AID 602410, 2012;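 active = B-score under library mean minus 4 SD, starting fluorescence ratio at most library mean plus 5 SD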;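 note: more negative B-score means stronger inhibition of thallium flux through KCNK3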
KCNQ1 inh = inhibitors of human KCNQ1 channel, primary screen, cell-based, thallium flux, high-throughput; CHO-K1 KCNQ1, FluxOR thallium flux fluorescence; stronger effect = higher value; hit rate 1.3% among 310,000; B-score at 10 µM;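 active = compounds whose thallium flux B-score, printed positive for inhibition, exceeds three library SD while starting fluorescence stays within three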;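 note: channel opened by potassium depolarization with thallium stimulus after 20 min compound exposure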
RGS4 block = RGS4 inhibitors, primary screen, cell-based, HEK293 M3R inducible RGS4, calcium flux; Fluo-4 calcium flux; stronger effect = higher value; triggered by carbachol at its EC20; B-score at 10 µM; hit rate 0.45% among 310,000;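 active = B-score, a plate-corrected calcium signal, over three deviations above library mean, with baseline fluorescence within five deviations of library mean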;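 note: RGS4 expression induced by doxycycline in cells with stable M3 receptor; B-score is computed from the integrated fluorescence ratio over baseline after carbachol; higher B-score means a larger calcium signal and so more RGS4 inhibition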
Target sequence (P49798 whole entry, looked up): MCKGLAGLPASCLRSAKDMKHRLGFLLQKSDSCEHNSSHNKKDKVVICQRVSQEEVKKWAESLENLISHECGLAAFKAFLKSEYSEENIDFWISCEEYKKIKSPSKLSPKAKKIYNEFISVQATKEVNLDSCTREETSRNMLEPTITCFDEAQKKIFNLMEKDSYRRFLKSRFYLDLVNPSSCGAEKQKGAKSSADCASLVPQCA
KCNK9 block = KCNK9 potassium channel inhibitors, primary screen, HEK293 cells, thallium flux | FluxOR thallium flux fluorescence; stronger effect = lower value | B-score at 10 µM | hit rate 1.2% among 310,000 | AID 488922, 2010;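 active = ratio B-score over 3 SD below the library mean, with starting fluorescence within 5 SD of its mean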;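 note: negative B-score means less thallium flux so channel inhibition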
* hit, by the source's call; i = inactive; nt = no result given.

SMILES	GSK3beta inhib	PolyA inhibitor	KCNQ1 act	GSK3 alpha inh	hERG rescue	RGS4 act	DYRK1A inh	KCNK3 inh	KCNQ1 inh	RGS4 block	KCNK9 block
CCCCN(CC)CCCNC(=O)c1cc2c(=O)[nH]c3ccccc3c2s1	-3	i	i	7	-8	i	11	i	i	i	i
O=S(=O)(/N=C(/Nc1ccc(F)cc1F)c1ccccc1)c1ccccc1	2	i	i	0	-11	i	1	i	i	i	i
C/C(=N/NC(=O)CNS(=O)(=O)c1ccccc1)c1ccc(Br)cc1	-5	i	i	-1	-9	i	-1	i	i	i	i
COCC(C)NC(=O)CSc1nc2ccccc2n1CCc1ccccc1 (stereo not drawn)	-1	nt	i	nt	-4	i	0	i	i	i	i
COc1ccccc1CNC(=O)c1ccc(NS(C)(=O)=O)cc1	2	i	i	-5	-1	i	-2	i	i	i	i
CCCCC1=CC2=C(c3ccco3)C(=O)C(C)(OC(=O)c3ccc(OC)cc3)C(=O)C2=CN1CC(C)C (stereo not drawn)	4	i	i	-1	-11	i	-9	i	i	6.8*	i
COc1ccc(N2C(=O)CCC(C(=O)N3CCN(c4ccccn4)CC3)C2c2ccc(F)cc2)cc1 (stereo not drawn)	2	i	i	-2	1	i	1	i	i	i	i
COc1ccc(Br)cc1CNc1ccccc1	-6	i	i	-3	3	i	1	i	i	i	i
CCCCCCOC(=O)c1ccc(NC(=O)c2cc(OC)c(OC)c(OC)c2Br)cc1	-2	i	i	-1	-10	i	10	i	i	i	i
O=C(CCCC(=O)N(c1ccc2c(c1)OCCO2)C(C(=O)NC1CCCCC1)c1ccc(Cl)cc1)Nc1ccccn1 (stereo not drawn)	-2	i	i	0	-6	i	0	i	i	i	i
COc1cc(OC)c(C2NC(=O)CCC2[N+](=O)[O-])cc1OC (stereo not drawn)	-1	i	i	0	-6	i	0	i	i	i	i
O=C(Nc1nnc(SCc2ccc(F)cc2)s1)c1ccco1	2	i	i	-2	1	i	1	i	i	i	i
CSc1nc(N)n2nc(C(C)(C)C)cc2n1	4	i	i	-3	-5	i	-3	i	i	i	i
Cc1nc2ccccc2c(=O)n1NC(=O)c1cccnc1Cl	3	i	i	2	-8	i	0	i	i	i	i
CCC(=O)Nc1cccc(C2=NOC3(C2)C[C@@H](C(N)=O)N(C(=O)c2cc([N+](=O)[O-])cc([N+](=O)[O-])c2C)C3)c1 (stereo partly drawn)	0	i	i	2	-11	i	-3	i	i	i	i

Some of the entries so far, with each value named:
COc1ccc(Br)cc1CNc1ccccc1
- GSK3beta inhib: -6
- PolyA inhibitor: i
- KCNQ1 act: i
- GSK3 alpha inh: -3
- hERG rescue: 3
- RGS4 act: i
- DYRK1A inh: 1
- KCNK3 inh: i
- KCNQ1 inh: i
- RGS4 block: i
- KCNK9 block: i
CCCCC1=CC2=C(c3ccco3)C(=O)C(C)(OC(=O)c3ccc(OC)cc3)C(=O)C2=CN1CC(C)C (stereo not drawn)
- GSK3beta inhib: 4
- PolyA inhibitor: i
- KCNQ1 act: i
- GSK3 alpha inh: -1
- hERG rescue: -11
- RGS4 act: i
- DYRK1A inh: -9
- KCNK3 inh: i
- KCNQ1 inh: i
- RGS4 block: 6.8*
- KCNK9 block: i

Going on with the list:
SMILES	GSK3beta inhib	PolyA inhibitor	KCNQ1 act	GSK3 alpha inh	hERG rescue	RGS4 act	DYRK1A inh	KCNK3 inh	KCNQ1 inh	RGS4 block	KCNK9 block
CCOC(=O)C1CCN(C(=O)CCS(=O)(=O)c2ccc3c(c2)CCN3C(=O)CC)CC1	3	i	i	1	-2	i	-1	i	i	i	i
O=C(/C=C/c1ccccc1)N/C(=C/c1ccccc1)C(=O)N1CCOCC1	0	i	i	-4	-8	i	-4	i	i	i	i
COC(=O)COc1nsnc1N1CCOCC1	-3	i	i	nt	-22	i	-3	i	i	i	i
COc1ccc(NC(=O)CSc2nnc(CNC(=O)c3cccs3)o2)c(OC)c1	1	i	i	0	-6	i	0	i	i	i	i
CCN(CC)C(=O)COC(=O)c1cc(-c2ccco2)nc2ccccc12	-6	i	i	nt	-22	i	-1	i	i	i	i
C=CCn1c(SCC(=O)Nc2sccc2C(N)=O)nc2ccc(Cl)cc2c1=O	2	i	i	2	-4	i	-15	i	i	i	i
Cc1cccc(-c2noc(-c3cc4ccccc4oc3=O)n2)c1	-2	i	i	nt	-11	i	-4	i	i	i	i
COc1ccc(CNC(=O)c2ccc(N3CCOCC3)c([N+](=O)[O-])c2)cc1	0	i	i	-2	-2	i	-3	i	i	i	i
Cc1ccc(C(=O)N2CCC3(CC2)Oc2ccc(Cl)cc2C(=O)C32CC(c3cccnc3)=NO2)s1 (stereo not drawn)	1	i	i	-2	-11	i	4	i	i	i	i
CCCCOc1ccc(S(=O)(=O)NNC(=O)c2cc3ccccc3o2)cc1	-2	nt	i	-4	-6	i	2	i	i	i	i
Cc1cc(C)cc(N(CC(=O)NC2CCCC2)C(=O)CCC(=O)Nc2nc(C)cs2)c1	0	i	i	-1	-8	i	-2	i	i	i	i
COc1ccccc1NS(=O)(=O)c1cccc(C(=O)NCc2ccccn2)c1	3	i	i	-2	-8	i	1	i	i	i	i
c1csc(-c2cn3c(n2)SCC3)c1	3	i	i	-47	-8	i	6	i	i	i	i
CCCCn1nc2cc(C(=O)NCc3ccc(OC)cc3)ccc2c1OCC	2	i	i	-2	3	i	-3	i	i	i	i
COCCCNC(=O)c1cc(OC)c(OC)c(OC)c1	-2	i	i	1	-7	i	4	i	i	i	i
CCOC(=O)c1c(C)n(C)c2ccc(OC(=O)c3ccc([N+](=O)[O-])cc3)cc12	3	i	i	1	-4	i	5	i	i	i	i
Cc1occc1C(=O)NCCc1cccc(Cl)c1	1	i	i	-3	-3	i	1	i	i	i	i
Cc1c(C)c2cc(Cl)c(O)c(CN3CCCC(C)C3)c2oc1=O (stereo not drawn)	1	i	i	1	-8	i	18	i	i	i	i
CC1CCCN(c2ccc([N+](=O)[O-])cc2C(=O)c2ccccc2)C1 (stereo not drawn)	-1	i	i	0	-15	i	-1	i	6*	i	i
Cc1cccn2c(=O)c(/C=C(\C#N)S(=O)(=O)c3ccc(Cl)cc3)c(N3CCC(C(N)=O)CC3)nc12	0	i	i	-4	-18	i	-2	i	i	i	i
COc1ccc2c(c1)CCc1c-2n[nH]c1C(=O)NCCC(C)C	-6	i	i	0	-5	i	-1	i	i	i	i
Cn1c(=O)[nH]c(=O)c2c1nc(N1CCN(Cc3ccccc3)CC1)n2CCSc1ncccn1	0	i	i	1	-6	i	-1	i	i	i	i
CC(C)=CCC/C(C)=C/C=N/NC(=O)c1ccccc1[N+](=O)[O-]	-1	i	i	-1	-8	i	3	i	i	i	i
COc1cccc(CCNS(=O)(=O)CCNC(=O)c2cccc(OC)c2)c1	-2	i	i	-4	-5	i	-1	i	i	i	i
Cc1oc2nc(SCC(=O)Nc3ccc(S(N)(=O)=O)cc3)nc(NC(=O)c3ccccc3)c2c1C	0	i	i	0	-10	i	-4	i	i	i	i
COc1ccc(N2C(=O)C(C)(C)C2c2c(O)ccc3ccccc23)cc1 (stereo not drawn)	-5	i	i	10	-10	i	-2	i	i	i	i
O=C(N/N=C/c1ccncc1)c1cc2ccccc2cc1O	-1	i	i	4	-8	i	3	i	i	i	i
CC(C)CCNC(=O)c1cc(S(=O)(=O)N2CCc3ccccc32)cn1C	1	i	i	-2	-9	i	-4	i	i	i	i
COc1ccc([N+](=O)[O-])cc1NC(=O)C(C)OC(=O)c1cccnc1 (stereo not drawn)	-1	i	i	-1	-8	i	-1	i	i	i	i
COc1cc2oc3ccccc3c2cc1N(CC(=O)N(C)C)S(=O)(=O)c1ccccc1	5	i	i	-1	-6	i	2	i	i	i	i
COc1ccc(/C(N)=N/OC(=O)c2cccc([N+](=O)[O-])c2C)cc1OC	0	i	i	0	-9	i	6	i	i	i	i
O=C(c1ccc(F)cc1F)N1CCC(N2CCC(C(=O)N3CCOCC3)CC2)CC1	1	i	i	-2	-3	i	nt	i	i	i	i
CCC(C)(C(=O)NC1CCCC1)N(C(=O)CC1NC(=O)NC1=O)c1c(C)n(C)n(-c2ccccc2)c1=O (stereo not drawn)	0	i	i	0	1	i	-6	i	i	i	i
COc1cc(/C=N/NC(=O)c2ccc(F)cc2)ccc1OC(=O)c1ccco1	1	i	i	-2	-10	i	1	i	i	i	i
O=C(NCc1ccccc1)N1CCC(CO)(Cc2cccc(F)c2)CC1	1	i	i	0	-8	i	14	i	i	i	i
Cc1ccc2[nH]c(=O)c(CN(CCCN3CCOCC3)C(=O)Nc3cccc(Cl)c3)cc2c1	2	i	i	0	-21	i	-1	i	i	i	i
COc1ccccc1C(=O)N(Cc1ccccc1)c1ccc(C)cc1	0	i	i	0	-14	i	3	i	i	i	i
Cn1cccc1Cc1nnc(SCC(=O)NCC2CCCO2)n1CCc1ccccc1 (stereo not drawn)	2	i	i	-1	-11	i	5	i	i	i	i
COc1ccc(NS(=O)(=O)c2cc(C)ccc2C)cc1	-1	i	i	0	-4	i	-15	i	i	i	i
Cc1ccc(C)n1CCN1CCN(S(=O)(=O)c2ccc(F)cc2F)CC1	0	i	i	-3	-9	i	-6	i	i	i	i
Cc1cc(C(=O)CSc2nncs2)c(C)n1-c1c(C)n(C)n(-c2ccccc2)c1=O	-1	i	i	-5	-1	-9.4*	-7	i	i	i	i
COc1ccc(C(=O)CSc2nnc(-c3ccc(C)cc3)o2)cc1	0	i	i	nt	-8	i	0	i	i	i	i
CCOc1ccc(OCCCCn2ccnc2)cc1	2	i	i	0	-9	i	6	i	i	i	i
C=CCNc1nc(-c2ccc(O)c(C(N)=O)c2)cs1	-4	i	i	7	-5	i	37	i	i	i	i

Screens: PubChem BioAssay, several laboratories

Not all compounds are listed, so the mix of outcomes need not match the whole.
